# Bioassay records: PubChem, National Center for Advancing Translational Sciences (NCATS)
# TR SRC2 fluor cs: counter-screen for TRb-SRC2 inhibitors: fluorescence interference | TRb/SRC2 Texas Red total fluorescence interference | AID 1479 | hit rate 0.29% among 280,000 | Potency, µM (series often up to 106 µM), inactives show at the highest dose fluorescence change, negative = quenching; active = well fitted curve in either direction with a large enough effect; inconclusive = small, poorly fitted or top-dose-only effect; note: % is set by controls: 0 for no effect and ±100 for the full control effect
#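 Human TRb ligand-binding domain at 0.6 uM with 20 nM Texas Red SRC2 peptide in Tris buffer containing 1 uM T3 and 5% DMSO, incubated with compound 5 h at ambient temperature. Total fluorescence (555/632 nm) calculated as parallel + 2 × perpendicular.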
# Tau fluor counter: counter-screen for tau fibril formation inhibitors; hit rate 0.93% among 280,000; tau K18 P301L Alexa594 fluorescence, heparin fibrillization; Potency, µM (top dose mostly 57.7 µM), inactives show at the top dose activity change, negative = decrease; note: % is set by controls: 0 for no effect and ±100 for the full control effect; nearly all actives have a fitted effect of over 55% in size
#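 Human tau K18 P301L (15 uM unlabeled, 0.24 uM Alexa 594-labeled) in 100 mM sodium acetate pH 7 with 20 uM heparin, 6 hr at 37 C. ThT 30 uM added, 1 hr ambient; Alexa 594 FP and total fluorescence read at 555/632 nm.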
# TRb SRC2 PPI: inhibitors of human thyroid hormone receptor beta-SRC2 interaction. P10828. AID 1469. TRbeta-SRC2 peptide binding, fluorescence polarization; receptor liganded with 1 µM T3. Potency, µM (titrated, usually from 106 µM), without a hit: at the top dose activity change, negative = inhibition, most hits filed as inhibitors. hit rate 0.065% among 280,000;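 note: plate controls were bound peptide for no effect and peptide without receptor for full effect; nearly all actives have a fitted effect of over 50% in size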
#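 Decrease in fluorescence polarization of 20 nM Texas Red SRC2 coactivator peptide flagged inhibition of its binding to 0.6 uM TRb LBD; 1 uM T3 included, incubation 5 hr, ex 555/em 632 nm.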
# RECQ1 helicase: inhibitors of human RECQ1 DNA helicase; RECQ1 DNA unwinding, red fluorescence kinetic read; Potency, µM (doses to about 57.3 µM), for inactives: top-dose activity, negative = inhibition, hits mostly inhibitors; hit rate 0.54% among 240,000;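 note: plate controls were vehicle for no effect and no enzyme for full effect; nearly all actives have a fitted effect of over 30% in size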
# Target sequence (P46063 whole entry, looked up): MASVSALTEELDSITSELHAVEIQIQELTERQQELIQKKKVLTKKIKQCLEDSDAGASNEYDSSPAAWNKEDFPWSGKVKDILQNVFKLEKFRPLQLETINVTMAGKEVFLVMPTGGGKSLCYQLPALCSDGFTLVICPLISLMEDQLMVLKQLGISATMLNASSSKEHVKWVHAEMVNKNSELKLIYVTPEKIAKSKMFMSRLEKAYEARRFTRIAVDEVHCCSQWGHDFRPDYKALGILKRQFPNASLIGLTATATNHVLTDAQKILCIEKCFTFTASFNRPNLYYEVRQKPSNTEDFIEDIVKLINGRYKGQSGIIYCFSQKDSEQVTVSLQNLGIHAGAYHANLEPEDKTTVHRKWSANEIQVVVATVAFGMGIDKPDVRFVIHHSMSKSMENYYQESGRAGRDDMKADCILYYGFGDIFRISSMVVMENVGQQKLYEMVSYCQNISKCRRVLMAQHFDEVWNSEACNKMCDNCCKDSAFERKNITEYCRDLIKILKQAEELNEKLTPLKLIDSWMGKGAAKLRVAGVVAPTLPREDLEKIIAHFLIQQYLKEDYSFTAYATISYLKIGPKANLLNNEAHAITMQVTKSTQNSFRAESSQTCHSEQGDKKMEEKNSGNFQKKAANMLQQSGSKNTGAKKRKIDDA
#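 50 nM RECQ1T1 preincubated 15 min with compound in Tris pH 8.0 buffer with MgCl2, DTT, Tween-20 and 2.5 ug/ml poly(dI-dC); started with 200 nM TAMRA/BHQ-2 forked duplex and 2 mM ATP. Unwinding read as fluorescence (525/598 nm), two reads 2 h apart.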
# L3MBTL1 block: inhibitors of human L3MBTL1. Q9Y468. AlphaScreen L3MBTL1–H3K9me1 peptide binding. Potency, µM (doses to about 57.1 µM), for the others: at the top dose activity, negative = inhibition, hits mostly inhibitors. hit rate 0.66% among 230,000. AID 485360; note: % is set by controls: 0 for no effect and ±100 for the full control effect; nearly all actives have a fitted effect of over 60% in size
#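 Read-out is AlphaScreen signal from streptavidin donor and nickel chelate acceptor beads (10 ug/mL final each) bridging L3MBTL1 (50 nM) and biotinylated K9-monomethylated H3(1-15) peptide (75 nM), after 30 min compound exposure at room temperature.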
# Tau fibril ThT: blocks human tau fibril formation measured by thioflavin T; P10636; recombinant tau K18 P301L (four-repeat tau fragment), heparin-induced fibrillization, ThT fluorescence; Potency, µM (series often up to 57.4 µM), for the others: at the highest dose activity, negative = inhibition, actives largely listed as inhibitors; hit rate 2.1% among 270,000; AID 1460; note: % is set by controls: 0 for no effect and ±100 for the full control effect; nearly all actives have a fitted effect of over 55% in size
# Target sequence (P10636 561-689 P618L limits assumed): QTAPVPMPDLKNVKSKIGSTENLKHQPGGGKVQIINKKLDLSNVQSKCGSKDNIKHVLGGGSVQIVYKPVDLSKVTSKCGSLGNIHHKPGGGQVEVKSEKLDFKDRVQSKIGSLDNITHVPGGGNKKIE
#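 K18 P301L tau (15 uM + 0.24 uM Alexa 594-tagged), heparin 20 uM, NaOAc pH 7, 6 h 37 C; ThT 30 uM, 1 h RT, ex 450/em 510 nm.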
# HTT cytoprotect: Huntington cell model cytoprotection by ATP luminescence | Potency, µM (highest dose often 56.4 µM), for inactives: cytoprotection (ATP increase), usual class: activators | hit rate 0.14% among 230,000 | PC12 HTT-Q103 induced, cytoprotection, ATP luminescence, 40 h;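 note: % of control where 0% means no effect; nearly all actives have a fitted effect of over 45% in size; toxic huntingtin expression switched on by the ecdysone agonist tebufenozide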
#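 ATP quantification (ATPlite) reports survival of PC12 cells in which tebufenozide, 100 nM final, switches on Htt exon 1 with 103 glutamines linked to GFP; compounds are titrated.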
# Tau fibril FP: blocks human tau fibril formation measured by polarization; P10636; K18 P301L tau heparin fibrillization, Alexa594 FP, 6 h; Potency, µM (titrated, usually from 57.7 µM), without a hit: top-dose activity, negative = inhibition, most hits filed as inhibitors; hit rate 0.39% among 280,000; AID 1468; note: % is set by controls: 0 for no effect and ±100 for the full control effect; nearly all actives have a fitted effect of over 55% in size
#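 Steps: dispense K18 P301L tau (15 uM plus 0.24 uM Alexa 594 tracer, final) in pH 7 sodium acetate; add compound; add heparin (20 uM final); incubate 6 hr, 37 C; add ThT (30 uM final); after 1 hr ambient, read FP.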
# An asterisk follows results filed as active; i = inactive; ? = inconclusive; · = no result given; & = joins results of further samples; [ ] = dose if it differs, or a comment. Unless noted, calls come from the whole dose curve; as a rule, active = well fitted curve in the direction sought with a large enough effect; inconclusive = small, poorly fitted or top-dose-only effect, or another doubt; inactive = no such curve, though single readings can be large; an effect the other way counts as inactive or inconclusive. Potency is the fitted concentration of half-maximal effect. An excerpt; rates above refer to the full screens.
mol	TR SRC2 fluor cs	Tau fluor counter	TRb SRC2 PPI	RECQ1 helicase	L3MBTL1 block	Tau fibril ThT	HTT cytoprotect	Tau fibril FP
CC(=O)c1ccc(NC(=O)CSc2nnc3c(n2)[nH]c2ccccc23)cc1	4%	?	-5%	·	·	?	·	-12%
COc1ccccc1S(=O)(=O)Nc1ccc(-c2nnc3n2CCCCC3)cc1	-7%	1%	-5%	i	47%[activator]	-1%	4%	-1%
Cc1ccc(-c2csc(NC(=O)c3ccno3)n2)cc1	-2%	?	4%	-6%	·	?	-15%	9%
CCOc1ccc(CNC(=O)Cn2c(=O)c3cccn3c3ccc(F)cc32)cc1OC	-9%	3%	6%	·	·	-3%	·	-1%
Cc1ccc(Cn2ccn(CC(=O)Nc3ccccc3C(F)(F)F)c(=O)c2=O)cc1	9%	-26%	-5%	·	·	1%	·	-10%
COC(=O)N/N=C1\CCCc2ccccc21	-1%	3%	-5%	-3%	6%	1%	·	5%
CCc1nn(CC(=O)NCCCc2ccccc2)c(=O)c2cc3ccccc3n12	-12%	-6%	10%	·	·	5%	·	-11%
CC(C)(C)C(=O)Nc1ccccc1C(=O)OCC(=O)c1ccc2c(c1)OCCO2	-1%	-2%	-4%	9%	1%	4%	-35%[10 µM]	-4%
O=C(Cn1c(-c2ccccn2)nc2ccccc21)NCCN1CCOCC1	0%	2%	-8%	-1%	13%[11.4 µM]	-3%	-5%[0.074 µM]	2%
Clc1cccc(C2CCN(Cc3nc(CC4CC4)no3)C2)c1 (stereo unspecified)	-1%	-10%	-2%	i	2%	-12%	14%[10 µM]	1%
Oc1c(Cl)cc(Cl)cc1C=Nc1ccc(Br)cc1	-1%	-8%	0%	-4%	-4%	?	-28%	-4%
O=C(NNC(=O)c1cccs1)c1ccc(Br)o1	2%	0%	3%	i	2%	-7%	·	-4%
Cc1c(C(=O)Nc2nccs2)sc2nc(-c3cccs3)cc(C(F)(F)F)c12	1%	?	0%	i	3%	-23%	10%	?
CCOc1ccc2nc(-c3cc(NC(C)=O)ccc3O)sc2c1	-1%	-13%	-2%	0%	·	-17%	-78%[inhibitor]	3%
Cc1cc([N+](=O)[O-])nn1CC(=O)Nc1nc2ccccc2s1	-4%	-15%	-6%	-4%	23%	-4%	-19%	1%
CCn1cc([N+](=O)[O-])c(C(=O)N2N=C(c3cccc4ccccc34)CC2c2ccccc2O)n1 (stereo unspecified)	-1%	?	-13%	-11%	-10%	-17%	-15%[1.9 µM]	?
O=C(Cn1ccc2ccccc2c1=O)NCCC(=O)Nc1ccc2c(c1)OCCO2	2%	-15%	3%	-14%	-3%	-15%	4%	-8%
COc1cc(-n2c(=O)c3ccccc3n(Cc3cccc(Cl)c3)c2=O)cc(OC)c1OC	?	-11%	-11%	·	·	-12%	·	-2%
CCc1sc(N)nc1-c1ccccc1	3%	-14%	-10%	-7%	-14%	?	9%[10 µM]	15%
CC(C)C(=O)Nc1nc2c(c(=O)[nH]1)CCCC2	-4%	6%	2%	1%	29%	-1%	-9%[10 µM]	6%
CN1CCN(C(=O)C2CCN(c3ncc(C(F)(F)F)cc3Cl)CC2)CC1	1%	2%	-1%	i	4%	-2%	5%[10 µM]	-1%
COc1ccc(/C=C(\C#N)C(=O)N2CCOCC2)cc1Br	0%	1%	-7%	-5%	-3%	-20%	-6%	8%
COc1cc(/C=N/O)cc(Br)c1OCc1cccc(Cl)c1	-4%	?	-1%	i	9%	?	-21%	?
CCOc1ccccc1-n1nnnc1SCC(=O)NC(=O)Nc1ccc2c(c1)OCCO2	2%	-25%	12%	-14%	·	-5%	5%	-1%
COc1cc(/C=C(\C#N)C(N)=O)ccc1OS(=O)(=O)c1ccc(C)cc1	-2%	-16%	-9%	-7%	0%	-12%	31%[10 µM]	2%

# Retrieved one by one from the list above:
mol	TR SRC2 fluor cs	Tau fluor counter	TRb SRC2 PPI	RECQ1 helicase	L3MBTL1 block	Tau fibril ThT	HTT cytoprotect	Tau fibril FP
Cc1ccc(Cn2ccn(CC(=O)Nc3ccccc3C(F)(F)F)c(=O)c2=O)cc1	9%	-26%	-5%	·	·	1%	·	-10%
O=C(Cn1ccc2ccccc2c1=O)NCCC(=O)Nc1ccc2c(c1)OCCO2	2%	-15%	3%	-14%	-3%	-15%	4%	-8%

# Going on with the list:
mol	TR SRC2 fluor cs	Tau fluor counter	TRb SRC2 PPI	RECQ1 helicase	L3MBTL1 block	Tau fibril ThT	HTT cytoprotect	Tau fibril FP
COc1cccc2c(SCC(=O)N/N=C/c3ccccc3)cc(C)nc12	-6%	-10%	3%	-6%	9%	-14%	?	-4%
COc1cc(/C=C(\C#N)C(N)=O)cc(CSc2nc3ccccc3s2)c1O	-2%&-4%&-5%	?	4%&9%&1%	18%&9%&-11%	·	?	-37%&-45%&-50%	-2%&5%&-2%
Nc1c(C(=O)NC2CC2)c2nc3ccccc3nc2n1-c1ccc2c(c1)OCO2	-2%	-27%	-21%	1%	-4%	?	-24%[0.074 µM]	-8%
O=C(NCc1ccco1)c1cc(-c2cccnc2)nc2ccccc12	1%	-7%	-13%	-8%	-2%	-11%	-2%[10 µM]	-2%
Cc1cccc(NC(=O)CCS(=O)(=O)c2cc(Br)cc3c2N(C(=O)C2CC2)CC3)c1	-1%	-11%	3%	·	·	?	·	-11%
CCOc1ccccc1NC(=O)C1CCN(S(=O)(=O)c2ccc3c(c2)CC(C)N3C(C)=O)CC1 (stereo unspecified)	1%	-9%	0%	·	·	-1%	·	5%
Cc1ccc(S(=O)(=O)N(CC(=O)O)Cc2ccco2)cc1	-3%	-15%	0%	-19%	·	·	21%[10 µM]	-3%
COc1ccccc1C(=O)NCC(=O)N/N=C/c1ccc([N+](=O)[O-])cc1	2%	-17%	3%	i	·	?	-21%	-11%
O=C(CSc1nnc(-c2ccccn2)n1Cc1ccccc1)NC1CCCC1	1%	-6%	8%	-8%	-8%	3%	-10%	2%
CN1C(=O)C(O)(CC(=O)/C=C/C=C/c2ccccc2)c2ccccc21 (stereo unspecified)	-2%	9%	1%	3%	-6%	8%	-45%[inhibitor][10 µM]	-1%
Cc1ccc(NC(=O)C2CCCN2S(=O)(=O)c2cccc3cccnc23)cc1F (stereo unspecified)	-1%	0%	3%	7%	9%	5%	24%[10 µM]	5%
CC(C)CNC(=O)CSc1nc2scc(-c3ccccc3)c2c(=O)[nH]1	1%	-2%	1%	0%	-1%	-11%	6%[10 µM]	-7%
NC(=O)c1ccccc1NC(=O)c1ccccc1Cl	1%	3%	3%	12%	·	5%	23%[10 µM]	4%
CCN(CC)CCC(c1cc(OC)c(OC)c(OC)c1)c1c(O)cc(OC)cc1OC (stereo unspecified)	-3%&1%	7%	8%&-1%	i	·	7%	-3%[10 µM]	-2%
COc1cccc(C(C(=O)NC2CCCCC2)N(CC2CCCO2)C(=O)CNC(=O)c2ccco2)c1 (stereo unspecified)	1%	-6%	-13%	-5%	4%	-4%	27%[1.9 µM]	1%
CC(C)c1nnc(NC(=O)CCC(=O)NCc2ccco2)s1	3%	-1%	-10%	i	·	0%	5%	-8%
CCOC(=O)COc1nc(-c2ccc(Cl)cc2)cc(-c2ccco2)c1C#N	-4%	-1%	-7%	-5%	-3%	12%	-2%[10 µM]	-14%
CCCCC(=O)NN(C)c1nc(-c2ccccc2)nnc1C(F)(F)F	1%	-19%	-2%	-13%	·	-19%	6%	?
CC(C)Oc1ccc(CNC(=O)c2ccc(CS(=O)Cc3ccccc3Cl)o2)cc1 (stereo unspecified)	-3%	-6%	-7%	·	·	-6%	·	?
Cc1cc(C)c(Cn2c3ccccc3c3cnn(CC(=O)NCc4ccccn4)c(=O)c32)c(C)c1	-1%	-15%	2%	·	·	?	·	-7%
CCOc1ccc(N(CC(=O)NCCc2ccc(OC)cc2)S(C)(=O)=O)cc1	-7%	-4%	-2%	-7%	-2%	-11%	33%[10 µM]	-2%
CCCN1CCN(CCCNC(=O)CCn2nc(-c3ccccc3)ccc2=O)CC1	-1%	-5%	-4%	-3%	·	-1%	-7%	3%
COc1ccc(-c2nc(C)c(CCNC(=O)C(=O)Nc3ccccc3OC)s2)cc1	-7%	-14%	2%	·	·	?	·	-16%
Cc1noc(C)c1COC(=O)C1COc2ccccc2O1 (stereo unspecified)	-3%	-4%	0%	-8%	1%	-6%	-3%[10 µM]	3%
Cc1cc(Cl)c(S(=O)(=O)NCc2cccnc2)cc1OCC(=O)NC1CCCCC1	-5%	-8%	-5%	0%	·	-12%	0%	1%

# Additional entries.
mol	TR SRC2 fluor cs	Tau fluor counter	TRb SRC2 PPI	RECQ1 helicase	L3MBTL1 block	Tau fibril ThT	HTT cytoprotect	Tau fibril FP
COC(=O)c1ccccc1NC(=O)CN(C1CCCCC1)S(C)(=O)=O	-1%	3%	-10%	-12%	6%	-7%	-35%	0%
COc1ccc(C)cc1NC(=O)COC(=O)Cc1ccc(-c2ccccc2)cc1	1%	-8%	6%	?	6%	-1%	12%[10 µM]	0%
Cc1cc(C(=O)COC(=O)c2ccc[nH]c2=O)c(C)n1C	0%	-15%	-4%	12%	-16%	-13%	·	0%
COc1cccc(-n2ccnc2SCC(=O)Nc2cc(OC)ccc2OC)c1	-3%	-23%	2%	i	?	-21%	-24%	5%
CCc1cccc(CC)c1NC(=O)COC(=O)c1ccc2c(c1)S(=O)(=O)c1ccccc1C2=O	-2%	-21%	-5%	-3%	2%	2%	2%[10 µM]	-4%
COc1cccc(CNCCNC(=O)c2ccco2)c1OC	-4%	-7%	0%	i	·	-3%	2%	0%
CCOc1ccccc1CNCCN1CCOCC1	-2%	2%	-3%	-8%	11%	-3%	-1%	1%
Cc1cc(NC(=O)c2sccc2C)n(-c2nc3ccccc3[nH]2)n1	0%	?	8%	-19%	-4%	?	-92%[inhibitor]	?
